# From PubChem
# Dyrk1A ADPGlo = Dyrk1A (rat) kinase inhibition | ADP-Glo luminescence, NFATc1 peptide | inhibition, % at 12.5 µM | 0.43% of 310,000 active; in the data active = inhibition above about 50%;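 also: plate controls were vehicle with enzyme for no effect and no enzyme for full effect; many of its hits are not listed in these tables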
# KCNK3 block = human KCNK3 channel inhibition, primary screen. 0.84% of 340,000 active. AID 602410. CHO-KCNK3 thallium flux, FluxOR fluorescence; stronger effect = lower value. B-score at 10 µM;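 active = B-score under library mean minus 4 SD, starting fluorescence ratio at most library mean plus 5 SD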;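 also: more negative B-score means stronger inhibition of thallium flux through KCNK3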
# Target sequence (O14649 whole entry, looked up): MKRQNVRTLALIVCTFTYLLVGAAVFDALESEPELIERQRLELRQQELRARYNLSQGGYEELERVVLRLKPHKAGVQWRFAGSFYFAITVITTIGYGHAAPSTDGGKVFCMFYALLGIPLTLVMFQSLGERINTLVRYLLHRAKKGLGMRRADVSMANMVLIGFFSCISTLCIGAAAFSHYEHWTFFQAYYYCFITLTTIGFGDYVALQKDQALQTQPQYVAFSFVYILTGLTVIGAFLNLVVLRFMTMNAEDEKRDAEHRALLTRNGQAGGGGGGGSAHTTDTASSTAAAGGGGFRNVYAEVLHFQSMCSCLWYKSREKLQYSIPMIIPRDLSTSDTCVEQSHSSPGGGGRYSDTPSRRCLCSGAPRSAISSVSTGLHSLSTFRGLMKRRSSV
# An asterisk follows results filed as active; i = inactive. A portion of the library; the hit share may differ from the screen's.
SMILES,Dyrk1A ADPGlo,KCNK3 block
O=C(NNc1ccccc1)NC(Cc1ccccc1)C(=O)O (stereo not given),-2.6,i
COc1ccc(NC(=O)CN(C)C(=O)c2cccc(S(=O)(=O)N3CCN(c4ccc(F)cc4)CC3)c2)cc1,7.0,i
COc1ccc(CCNC(=O)c2cc(S(=O)(=O)N3CCCCCC3)ccc2OC)cc1OC,-0.2,i
COC(=O)C(C(C)C)N(Cc1cc(OC)cc(OC)c1)S(=O)(=O)CCl (stereo not given),-1.6,i
S=C(NCCCN1CCN(CCCNC(=S)NC2CCCCC2)CC1)NC1CCCCC1,-0.9,i
CCN1C[C@@H]2[C@@H]3C(=O)N(Cc4ccccc4)C(=O)[C@@H]3[C@](Cc3ccccc3)(C1=O)N2C(=O)c1ccc(C)cc1,9.0,i
O=C1c2ccc(-c3nc4ccccc4o3)cc2C(=O)N1Cc1ccccc1,-2.5,i
O=C(COC(=O)c1ccc(C(F)(F)F)cc1)NC(=O)NC1CCCC1,1.0,i
COc1ccc2c(C)cc(=O)oc2c1,0.5,i
CC[C@]12C(=O)N(C)C[C@H]([C@@H]3C(=O)N(C)C(=O)[C@@H]31)N2C(=O)c1ccc(C)cc1,2.6,i
Cc1ccc(S(=O)(=O)N2CCC[C@H]2C(=O)OCc2cc(=O)oc3cc(C)ccc23)cc1,1.0,i
Oc1ccc2ccccc2c1C=NNc1ccccn1,-0.6,i
CCOC(=O)c1sc(NC(=O)C2CC(=O)N(c3ccc4c(c3)OCCO4)C2)nc1C (stereo not given),14.2,i
COc1ccc(C2CC(=O)c3cc(OC)ccc3O2)cc1 (stereo not given),-2.1,i
COc1ccccc1C=NNC(=O)c1ccncc1,-2.3,i
COc1ccccc1-c1sc2ccccc2c1-c1ccc(OCCN2CCOCC2)cc1,0.3,i
COc1ccc(S(=O)(=O)N2CCOCC2)cc1NC(=O)C1CCN(S(=O)(=O)c2ccc(Cl)cc2)CC1,-4.7,i
COc1ccc(CNC(=O)CN2C(=O)NC(Cc3ccccc3)(c3ccccc3)C2=O)cc1OC (stereo not given),0.0,i
CCN(c1ccccc1)S(=O)(=O)c1ccc(OC)c(NC(=O)C2=NN(c3ccccc3)C(=O)CC2)c1,-4.0,i
CC(=N)c1c(O)cc(C)oc1=O,1.5,i
CCCN(CC(=O)Nc1ccccc1OC)C(=O)Cn1c(=O)oc2ccccc21,-1.4,i
CCOc1ccc(CCNC(=O)COC(=O)C2CCN(S(=O)(=O)c3ccccc3)CC2)cc1OCC,-3.4,i
O=c1c(-c2ccco2)[n+]([O-])c2ccccc2n1OCc1ccccn1,4.3,i
COc1ccc(C2(CO)OC(CO)C(O)C2O)cc1 (stereo not given),-2.0,i
NC(=S)N=Nc1c(O)[nH]c2c(Cl)cc(Cl)cc12,2.5,i
COc1ccc(/C=C2/CCC(CN3CCOCC3)C2=O)cc1 (stereo not given),-1.7,i
CCN1C(=O)[C@H]2[C@H]3CN=C(SCc4ccccc4)N3[C@@](CC)(C(=O)OC)[C@H]2C1=O,2.0,i
Cc1ccc(S(=O)(=O)N2CCCN(Cc3nc4ccccc4c(=O)[nH]3)CC2)cc1,3.7,i
Cn1c(=O)c2[nH]c(C(O)c3ccc(Cl)cc3)nc2n(C)c1=O (stereo not given),3.2,i
COc1cc(/C=C/CNC[C@H]2O[C@@H](n3ccc(=O)[nH]c3=O)[C@H](O)[C@@H]2O)ccc1O,4.9,i
O=C(CCCCC(=O)OCC1COCO1)OCC1COCO1 (stereo not given),2.0,i
ClCCn1cnc2c(SCc3ccccc3Cl)ncnc21,3.2,i
COc1ccc(NC(=O)c2cc(-c3cccnc3)nc3ccc(C)cc23)cc1OC,-0.8,i
OC(C1=CC(=Cc2ccncc2)c2ccccc21)c1ccncc1 (stereo not given),0.6,i
O=C(/C=C/c1ccccc1[N+](=O)[O-])Nc1cc(S(=O)(=O)N2CCOCC2)ccc1N1CCOCC1,-4.0,i
Cc1c(NC(=O)C(C)OC(=O)c2ccc([N+](=O)[O-])cc2Cl)c(=O)n(-c2ccccc2)n1C (stereo not given),-0.7,i
Cc1ccc(NC(=O)C2CC(=O)N(c3ccccc3Cl)C2)cc1S(=O)(=O)N1CCOCC1 (stereo not given),1.9,i
c1ccc(CNC2CC3CCC2C3)cc1 (stereo not given),1.3,i
O=C1/C(=C/c2ccccc2)CN(C(=O)CCN2CCOCC2)C/C1=C\c1ccccc1,1.7,i
NC(=S)NN=CCn1cc([N+](=O)[O-])c(=O)[nH]c1=O,-2.0,i
C=CCn1c(-c2cccc(S(=O)(=O)N3CCOCC3)c2)n[nH]c1=S,4.8,i
O=C(c1ccc(Br)c(S(=O)(=O)N2CCOCC2)c1)N1CCN(C/C=C/c2ccccc2)CC1,1.9,i
CC[C@@H]1C=C(C(=O)O)[C@H](c2ccc(C#N)cc2)N1S(=O)(=O)c1ccc(C)cc1,7.6,i
C[C@H](CO)N1C[C@H](C)[C@@H](CN(C)S(C)(=O)=O)Oc2c(NC(=O)Nc3ccccc3)cccc2C1=O,5.4,i
CC(=O)C1N=NCC1c1ccccc1 (stereo not given),-9.0,i
C#CCOCCOCCOCCNc1nc(OC)nc(N2CCN(C(=O)[C@H](CCC(=O)O)n3cc(C(N)CO)nn3)CC2)n1 (stereo not given in full),0.4,i
O=C(CNC(=O)c1ccccc1Br)Nc1cccc(S(=O)(=O)Nc2ccccc2Cl)c1,-2.3,i
Cc1ccc(C(=O)OCC(=O)NCc2cccs2)s1,13.2,i
CCN(CC(=O)Nc1ccccc1C(=O)NC1CC1)Cc1cccs1,5.4,i
COCCN(CC(=O)Nc1cccc(C)c1C)C(=O)c1ccc2c(c1)OCO2,-3.7,i
O=C(NCC(c1ccccc1)N1CCCC1)C1CCN(C(=O)Nc2ccccc2)CC1 (stereo not given),3.9,i
COC(=O)c1ccc(Cn2cnc3c(Cl)ncnc32)cc1,0.3,i
COc1cccc(CNC(=O)COC(=O)CCS(=O)(=O)c2ccc(C)cc2)c1,-8.4,i
CC(NC(=O)c1ccccc1Cl)C(=O)Nc1ccc2c(c1)OCO2 (stereo not given),-2.2,i
CCCn1nc(C(=O)Nc2ccc(-n3cnnn3)cc2)c2ccccc2c1=O,5.2,i
Cc1occc1-c1nnc(SCC(=O)NCc2cccs2)n1CC1CCCO1 (stereo not given),-4.4,i
CN(C)c1ncnc2c1ccn2C1OC(CO)C(O)C1O (stereo not given),6.8,i
COC(=O)Cc1nc2c(N)nc(N)nc2[nH]c1=O,6.2,i
COC(=O)[C@]1(C)N[C@H](CN(C)S(=O)(=O)c2ccc(F)cc2)[C@@H]2C(=O)N(Cc3ccccc3)C(=O)[C@@H]21,-2.8,i
C=CC[C@@H](CC(=O)NCCO)C(=O)N[C@@H](C)COC(=O)[C@H](CC=C)CC(=O)OC(C)(C)C,-4.8,i
# The list goes on:
SMILES,Dyrk1A ADPGlo,KCNK3 block
CC(C)C[C@@H](CNCC(=O)[C@H](CC(C)C)NC(=O)c1[nH]cnc1C(=O)N[C@@H](C)CN)NC(=O)c1nc[nH]c1C(=O)N[C@@H](Cc1ccccc1)C(=O)O,-4.7,i
NC(=O)c1ccsc1NC(=O)CSc1nncs1,0.0,i
COc1ccc2c(c1)[C@H]1[C@H](CO2)[C@H](c2ccccc2)[C@]2(C)C(=O)Nc3ccc(Cl)cc3C(=O)N12,-1.4,i
CN1C(=O)N(CC(=O)N2CCN(S(=O)(=O)Cc3ccccc3)CC2)C(=O)C12CCCCC2,17.1,i
Clc1ccc(N(CC2CO2)CC2CO2)cc1 (stereo not given),0.3,i
Cc1nnc(SCC(=O)N2CCN(c3ccccc3F)CC2)n1C1CC1,-3.8,i
CC(C)C[C@@H](CNCC(=O)[C@H](C)NC(=O)c1[nH]cnc1C(=O)N[C@@H](C)CN)NC(=O)c1nc[nH]c1C(=O)N[C@@H](Cc1ccccc1)C(=O)O,-16.0,i
Nc1nc(SCc2ccccn2)c2ncn(C3OC(CO)C(O)C3O)c2n1 (stereo not given),-4.1,i
N#Cc1c(C#N)c(SSc2c(C#N)c(C#N)c(N)n2-c2ccccc2)n(-c2ccccc2)c1N,-6.6,i
OC1CNc2c(ccc3ccccc23)C1 (stereo not given),6.1,i
O=c1c(Cl)c(O)ccn1C1OC(CO)C(O)C1O (stereo not given),-1.3,i
Cc1ccc(C)c(OCCC(=O)Nc2ccc(S(=O)(=O)N3CCCC3)cc2)c1,-0.4,i
Cc1cc(C(=O)N2CCN(S(=O)(=O)c3ccc(C)c(C)c3)CC2)no1,2.1,i
COc1ccc(C(=O)c2ccc([N+](=O)[O-])cc2)c(OC)c1OC,2.2,i
CC(C)N(C(=O)[C@H]1C[C@H](CC(=O)NCCN2CCOCC2)C(=O)N2CCc3c([nH]c4cc(CCC(=O)N(C)C)ccc34)[C@]12C)C(C)C,-2.4,i

# A portion from further up, as a working copy:
SMILES,Dyrk1A ADPGlo,KCNK3 block
OC1CNc2c(ccc3ccccc23)C1 (stereo not given),6.1,i
O=c1c(Cl)c(O)ccn1C1OC(CO)C(O)C1O (stereo not given),-1.3,i
Cc1ccc(C)c(OCCC(=O)Nc2ccc(S(=O)(=O)N3CCCC3)cc2)c1,-0.4,i
Cc1cc(C(=O)N2CCN(S(=O)(=O)c3ccc(C)c(C)c3)CC2)no1,2.1,i
COc1ccc(C(=O)c2ccc([N+](=O)[O-])cc2)c(OC)c1OC,2.2,i

# (cont.)
SMILES,Dyrk1A ADPGlo,KCNK3 block
O=C1NC(=S)SC1=Cc1ccccc1Br,47.4,i
Cc1csc(SCC(=O)N(c2ccccc2)C(C)C)n1,-3.3,i
O=C(Nc1cccc(C(=O)N2CCOCC2)c1)C1CC1,-9.7,i
Cc1nnc(SC(C)C(=O)NC2CCCCC2)[nH]c1=O (stereo not given),-4.0,i
COCCCNC(=O)C[C@H]1C[C@H](C(=O)N2CCCCC2)[C@@]2(CCc3ccccc3)c3[nH]c4cc(-c5ccco5)ccc4c3CCN2C1=O,2.0,i
C=C1CC2(CC(c3ccccc3)OC(c3ccccc3)C2)OC1=O (stereo not given),2.7,i
S=C(NCCN1CCOCC1)C(=S)NCCN1CCOCC1,1.1,i
COc1ccc(CCN2CC(C(=O)Nc3cc(S(C)(=O)=O)ccc3Cl)CC2=O)cc1OC (stereo not given),-2.7,i
Cc1ccc(S(=O)(=O)N2CCN(C(=O)c3ccc(N4CCC(C)CC4)c([N+](=O)[O-])c3)CC2)cc1,2.8,i
CCN(CC)S(=O)(=O)c1ccc(C(C)NCC(=O)Nc2ccccc2C(=O)NC2CC2)cc1 (stereo not given),15.4,i
Cc1cc(C)cc(OCC(=O)Nc2nc(-c3ccccn3)cs2)c1,5.6,i
COc1ccc(NC(C)=O)cc1S(=O)(=O)NC(Cc1ccccc1)C(=O)NC(C)c1ccccn1 (stereo not given),4.9,i
CN1N=C(N)c2cn(C3OC(COP(=O)(O)O)C(O)C3O)c3ncnc1c23 (stereo not given),-1.3,i
Cc1ccc(C)c(SCC(=O)NC2CCS(=O)(=O)C2)c1 (stereo not given),6.0,i
CCCCN1CC(CO)Oc2cccc(F)c2S1(=O)=O (stereo not given),6.0,i
O=P(Nc1ccccc1)(Nc1ccccc1)c1ccccc1,-3.6,i
O=C(Nc1ncccc1O)c1ccc(NS(=O)(=O)c2ccc3[nH]c(=O)[nH]c3c2)cc1,15.7,i
O=C1CC(c2ccccc2)=NN1c1ccccc1,-1.1,i
O=C1SCCN1N=Cc1ccc([N+](=O)[O-])o1,0.1,i
O=C(Cc1coc2cc(O)ccc12)N1CCN(S(=O)(=O)c2ccc(Br)cc2)CC1,-4.1,i
Nc1ncnc2c1ncn2[C@@H]1O[C@H](CNS(=O)(=O)C2CC2)[C@@H](O)[C@H]1O,-2.2,i
CC1(CCc2ccccc2)NC(=O)NC1=O (stereo not given),-1.5,i
COc1ccc(N2C(=O)CCC(C(=O)NCCN3CCOCC3)C2c2ccc(OC)c(OC)c2)cc1 (stereo not given),-0.6,i
Cc1ccc(C)c(N2N=C(C(=O)OCC(=O)N(C)c3ccccc3)CCC2=O)c1,4.3,i
OCC1OC(n2ccc3c(NO)ncnc32)C(O)C1O (stereo not given),-4.7,i
CC(=O)N1CCN(C(=O)c2cc3c(s2)CCC(C)C3)CC1 (stereo not given),2.9,i
OC1C2CCC(C2)C1CN1CCOCC1 (stereo not given),2.0,i
CC(C)[C@H](NC(=O)c1ccc(Cl)cc1Cl)C(=O)OCc1nc2ccsc2c(=O)[nH]1,2.6,i
CCC(=Cc1ccccc1OC)c1ccncc1,-0.4,i
CCOc1ccc(OCCC(=O)OCC(=O)N2CCN(S(=O)(=O)c3ccc(C)cc3C)CC2)cc1,0.7,i

# Two entries from above in another layout:
SMILES | Dyrk1A ADPGlo | KCNK3 block
C=C1CC2(CC(c3ccccc3)OC(c3ccccc3)C2)OC1=O (stereo not given) | 2.7 | i
S=C(NCCN1CCOCC1)C(=S)NCCN1CCOCC1 | 1.1 | i

# Single records (already shown):
# Record of `CCC(=Cc1ccccc1OC)c1ccncc1` → Dyrk1A ADPGlo: -0.4; KCNK3 block: i
# Record of `CC(C)[C@H](NC(=O)c1ccc(Cl)cc1Cl)C(=O)OCc1nc2ccsc2c(=O)[nH]1` → Dyrk1A ADPGlo: 2.6; KCNK3 block: i
